TRAIL sens C8: sensitizes caspase-8 expressing cells to TRAIL. NB7+C8 cells + TRAIL, ATPlite viability luminescence. inhibition (viability loss, TRAIL sensitization), % at 10 µM. 1% of 360,000 active. AID 624354;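 active = compounds causing at least 50% loss of cell viability in the single-dose screen, relative to plate controls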
SRC1 inh: inhibitors of human steroid receptor coactivator 1 (SRC1); Q15788; HEK293 GAL4-SRC1 luciferase reporter, luminescence; inhibition, % at 3.6 µM; 0.12% of 360,000 active;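 active = inhibition above the campaign mean plus 3 SD, with each screening campaign given its own cutoff, cut at about 60% in these data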;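 also: 0% = DMSO treated cells and 100% = gossypol at 36 µM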
TROY signal inh: blocks TROY-dependent signaling in reporter cells; inhibition, % at 10 µM; Q293 LMP1-TROYcd NF-kB luciferase reporter, 4 h; 0.98% of 360,000 active;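 active = compounds whose plate-normalised and pattern-corrected inhibition of the luciferase reporter signal at the single screening dose is 50% or more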
CF NFkB inh: blocks PAF-induced NF-kB reporter in cystic fibrosis cells; KKLEB NF-kB-GFP reporter, GFP fluorescence overnight; inhibition, % at 5 µM; 0.86% of 360,000 active; AID 588850;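 active = at least 50% inhibition at 5 µM, scaled per plate between neutral and stimulator controls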;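 also: PAF is a Pseudomonas aeruginosa culture filtrate used as stimulus; plate controls were PAF-stimulated DMSO wells for no effect and unstimulated DMSO wells for full effect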
Shn3 inh set2: reduces Shn3 3'UTR luciferase signal in osteoblasts | Clone20 osteoblast Shn3 3'UTR firefly luciferase, 24 h | inhibition, % at 12.5 µM | 0.52% of 360,000 active;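 active = mean inhibition of at least 75% with every replicate also reaching 75%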;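 also: 0% = median of neutral control wells and 100% = pilot-screen positive control compound; some compounds past the cut are filed as inactive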
TWEAK Fn14 block: blocks TWEAK-Fn14 interaction in a reporter cell assay; TWEAK-stimulated Fn14 reporter cells, luciferase luminescence, 8 h; inhibition, % at 10 µM; 2% of 360,000 active; AID 1159606; in the data active = inhibition above about 50%
SRC3 inh: inhibitors of human steroid receptor coactivator 3 (SRC3); Q9Y6Q9; HEK293 GAL4-SRC3 luciferase reporter, luminescence; inhibition, % at 3.6 µM; 0.17% of 360,000 active;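 active = inhibition above a per-campaign cutoff, the mean of all compounds plus 3 SD, cut at about 60% in these data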;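 also: 0% = DMSO-treated cells and 100% = gossypol-treated cells at 36 µM; higher means less SRC3-driven luciferase light from the GAL4 reporter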
LMP1 NFkB inh: Epstein-Barr LMP1 NF-kappaB reporter inhibition. LMP1-induced NF-kappaB luciferase reporter cells, luminescence. inhibition, % at 12.5 µM. 0.69% of 350,000 active; in the data active = inhibition above about 41%;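 also: 0% = neutral control wells and 100% = reference inhibitor control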
NR5A2 inv ag: NR5A2 inverse agonism in reporter assay. O00482. HEK293T StAR-luciferase reporter, LRH-1 transfected, 24 h. inhibition, % at 3.6 µM. 0.13% of 360,000 active. AID 602396;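 active = inhibition above the mean inhibition of all tested compounds plus 3 SD, cut at about 73% in these data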;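 also: 0% = DMSO wells and 100% = reporter-only cells lacking LRH-1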
Target sequence (O00482 whole entry, looked up): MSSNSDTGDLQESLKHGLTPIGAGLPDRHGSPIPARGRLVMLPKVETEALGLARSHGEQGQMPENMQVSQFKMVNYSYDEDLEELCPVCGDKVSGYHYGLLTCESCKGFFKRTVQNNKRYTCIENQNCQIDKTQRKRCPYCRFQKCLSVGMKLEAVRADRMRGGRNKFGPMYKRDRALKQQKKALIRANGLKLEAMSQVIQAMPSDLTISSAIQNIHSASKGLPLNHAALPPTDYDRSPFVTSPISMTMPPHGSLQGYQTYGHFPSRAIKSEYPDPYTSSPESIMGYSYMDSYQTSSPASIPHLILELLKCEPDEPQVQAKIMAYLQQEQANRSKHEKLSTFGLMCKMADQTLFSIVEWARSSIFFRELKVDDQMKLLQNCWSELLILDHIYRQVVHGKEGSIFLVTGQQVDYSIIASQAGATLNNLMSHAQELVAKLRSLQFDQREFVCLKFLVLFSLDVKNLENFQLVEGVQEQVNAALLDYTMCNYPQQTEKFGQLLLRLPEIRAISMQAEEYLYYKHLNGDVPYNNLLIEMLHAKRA
KKLEB tox: CF airway cell cytotoxicity counter-screen. AID 602141. 0.36% of 360,000 active. activity change (cytotoxicity), % at 5 µM. KKLEB CF airway cells viability, ATPlite luminescence, overnight; active compounds read low; cells stimulated with P. aeruginosa culture filtrate;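 active = corrected activity change at or below -50% at 5 µM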
COUP-TFII inh: NR2F2 (human) inhibition, primary screen. P24468. HEK293T NGFI-A luciferase reporter, luminescence. inhibition, % at 8.6 µM. 0.7% of 370,000 active;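 active = inhibition above a per-plate cutoff, mean inhibition of test wells between control levels plus 3 SD, cut at about 38% in these data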;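 also: cells cotransfected with COUP-TFII expression vector driving the NGFI-A reporter; 0% = median of COUP-TF2 test wells and 100% = reporter-only cells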
Target sequence (P24468 whole entry, looked up): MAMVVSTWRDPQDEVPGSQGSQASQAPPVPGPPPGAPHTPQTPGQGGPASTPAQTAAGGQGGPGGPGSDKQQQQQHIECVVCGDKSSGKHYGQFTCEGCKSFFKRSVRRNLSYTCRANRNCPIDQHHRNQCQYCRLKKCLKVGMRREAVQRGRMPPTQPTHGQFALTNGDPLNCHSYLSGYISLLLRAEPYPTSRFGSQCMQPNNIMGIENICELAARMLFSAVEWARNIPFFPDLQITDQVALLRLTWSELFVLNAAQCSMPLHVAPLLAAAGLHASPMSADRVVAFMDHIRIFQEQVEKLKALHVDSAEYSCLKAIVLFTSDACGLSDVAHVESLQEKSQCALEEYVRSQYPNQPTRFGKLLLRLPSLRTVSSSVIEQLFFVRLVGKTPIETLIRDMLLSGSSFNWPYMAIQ
* = called active by the depositor; x = no result given.

SMILES | TRAIL sens C8 | SRC1 inh | TROY signal inh | CF NFkB inh | Shn3 inh set2 | TWEAK Fn14 block | SRC3 inh | LMP1 NFkB inh | NR5A2 inv ag | KKLEB tox | COUP-TFII inh
CCOC(=O)C1=C(c2ccccc2)NC(SCC)=C(C#N)C1c1cccnc1 (stereo not drawn) | -21 | 5 | -13 | -5 | 6 | 1 | 11 | -3 | 4 | -6 | 14
COc1ccc(C(=S)N2CCNCC2)cc1 | 5 | -9 | -1 | 21 | 2 | 3 | -15 | -1 | -3 | -2 | -1
CC(=O)Nc1ccc(OCCOc2ccc(NC(C)=O)cc2)cc1 | 9 | 13 | -26 | -11 | -9 | -21 | -3 | 0 | -8 | 1 | 8
O=CC(O)C1OC(=O)C(O)C1O (stereo not drawn) | -3 | -6 | 3 | 13 | -13 | -2 | 10 | 8 | 1 | -12 | -3
COC(=O)c1cccc(NC(=S)NCc2ccc(Cl)cc2)c1 | -6 | 2 | 4 | -6 | -49 | -7 | -6 | 7 | 13 | 3 | -58
COc1ccc(N2CC(C(=O)NCCN3C(=O)S/C(=C\c4cccnc4)C3=O)CC2=O)c(OC)c1 (stereo not drawn) | -5 | -11 | 15 | -4 | 2 | -4 | 12 | 3 | -1 | 8 | 0
CSCCC(NC(=O)c1ccccc1)C(=O)N1CCCCCCC1 (stereo not drawn) | -8 | -21 | -2 | 9 | -7 | -5 | 13 | -5 | -1 | 11 | 12
CCOCCCNc1nc(C)nc2c1nnn2Cc1c(F)cccc1Cl | -16 | 3 | 7 | 28 | 14 | -4 | 8 | -3 | 1 | -15 | 9
CC(C)(C)NC(=O)NC(=O)CN1CCN(c2cccc(Cl)c2)CC1 | -8 | 3 | 13 | 12 | 16 | 8 | 18 | 9 | -2 | -2 | 7
O=[N+]([O-])c1ccc(-c2nc(Cl)c3c(n2)CCCC3)o1 | 15 | -6 | -11 | -38 | -15 | -9 | 5 | 8 | 35 | 1 | 9
Cc1ccc(S(=O)(=O)N2CCOCC2)cc1NC(=O)CNc1ccccc1N1CCCC1=O | -9 | 4 | 2 | -24 | 8 | -5 | 1 | 0 | -25 | -1 | -2
Cc1cc(N)n2nc(C)c(-c3ccccc3)c2n1 | 1 | 4 | -16 | -1 | -5 | 14 | -9 | -2 | -25 | -2 | 0
O=C(C1CCCO1)N1CCN(c2ccc(F)cc2)CC1 (stereo not drawn) | -1 | 1 | 2 | -9 | -12 | 4 | -7 | -2 | 5 | -5 | 5
Cn1c(SCC(=O)N/N=C/c2cc([N+](=O)[O-])ccc2O)nnc1-c1ccccc1 | 9 | -4 | 11 | 4 | x | 13 | 12 | 18 | 3 | 8 | -1
CC(=O)c1ccc(NC(=O)C(C)n2c3ccccc3c3nc(=O)cc(C)n32)cc1 (stereo not drawn) | -6 | 12 | -7 | 7 | -13 | 4 | 25 | 0 | 8 | -7 | 17
Nc1nonc1-n1nnc(C(=O)N/N=C/c2cc(Cl)ccc2O)c1CN1CCCCCC1 | 11 | 15 | -19 | 5 | 66 | -32 | 21 | 13 | -1 | -15 | -21
N=C1S/C(=C\c2ccc(O)cc2)C(=O)N1c1ccc(F)cc1 | 2 | -58 | 7 | 41 | 49 | -7 | 6 | 6 | -9 | -16 | x
CCN(CC)c1cc(-c2ccccc2)ncn1 | 8 | 9 | -22 | 12 | 1 | 17 | -12 | 1 | -20 | -2 | -3
COC(=O)C1=C(C)NC(C)=C(C(=O)OC)C1c1cn(-c2ccccc2)nc1-c1ccco1 | -6 | -14 | -30 | 9 | -13 | 14 | -13 | 2 | 2 | 0 | -6
NC(c1ccccc1)c1csc(NC(=O)NCCc2ccccc2)n1 (stereo not drawn) | 14 | 11 | 5 | -16 | -1 | 3 | 6 | x | 2 | 2 | 6
Cn1ncc2c(Nc3ccc(Br)cc3)nc(Nc3ccc(Br)cc3)nc21 | -7 | 3 | 29 | 8 | -8 | 53* | -20 | -2 | 4 | -19 | 1
COc1ccccc1Nc1nc(=O)[nH]nc1C | -9 | 3 | 4 | -1 | -5 | 12 | 19 | 1 | -8 | 4 | 3
COc1cc(O)ccc1C(=O)CCc1ccc(O)cc1 | -5 | -7 | -22 | -11 | -10 | -31 | -16 | 3 | -28 | 11 | 0
COc1cccc(CN2CC(C(=O)NCCc3ccc(C)s3)CCC2=O)c1 (stereo not drawn) | 2 | -8 | 10 | -22 | 2 | -16 | 13 | -5 | 6 | 3 | -8
O=C(NNS(=O)(=O)c1ccc(Br)cc1)c1ccccc1-n1cccc1 | 3 | 2 | -3 | -15 | -6 | 20 | 8 | -4 | -21 | 9 | -8
COc1cccc(CNS(=O)(=O)c2ccc3c(c2)oc(=O)n3C)c1 | -1 | -27 | -29 | -4 | -12 | -9 | 14 | 1 | 6 | -3 | -5
CCCOc1ccc(S(=O)(=O)NCCN2CCOCC2)c2ccccc12 | 6 | -2 | 8 | 1 | 13 | -8 | 8 | -3 | 9 | -1 | 10
C[C@@H]1CN([C@@H](C)CO)C(=O)CCCn2nncc2CO[C@@H]1CN(C)C(=O)Nc1cccc(Oc2ccccn2)c1 | -1 | 2 | -12 | -16 | 1 | -8 | 14 | 0 | -9 | 4 | -7
CC(C)NCCOCCOc1ccccc1F | -7 | 10 | 9 | -6 | -7 | -5 | 8 | -4 | 14 | 4 | 4
Cc1cccc(NC(=O)Cc2nc(-c3c[nH]c(C(=O)N4CCCC4)c3)cs2)c1 | -16 | -4 | 25 | -17 | 30 | 28 | -13 | 6 | -3 | 11 | 4
CSc1ncnc2c1ncn2CCCN1CCN(Cc2c(C)cc(C)cc2C)CC1 | 35 | -1 | 11 | 10 | 9 | -16 | 3 | 1 | 2 | -2 | 10
COc1ccc(C(CNC(=O)c2ccc(C)c(S(=O)(=O)N3CCCCC3)c2)N(C)C)cc1OC (stereo not drawn) | 3 | -27 | 12 | -3 | -1 | 11 | 8 | -1 | 16 | -10 | 10
O=c1cc(-c2ccccc2)oc2ccc(Br)cc12 | 37 | -72 | -39 | -22 | -64 | -19 | -86 | -9 | -106 | -8 | -60
NC(=O)c1ccc(NC(=O)CSc2nnc(C3CC3)n2C2CC2)cc1 | -7 | -19 | -12 | 0 | -15 | -11 | -2 | 0 | 7 | 2 | 2
CC1(C)C(=O)C2(CCCCC2)C(=O)OC1c1cccc([N+](=O)[O-])c1 (stereo not drawn) | 3 | -4 | 10 | -1 | 7 | 7 | 0 | -12 | 7 | 15 | 18
CC(C)CC(=O)N/C(N)=N/c1nc2ccccc2s1 | 45 | -98 | -7 | -8 | -22 | 34 | -76 | -54 | -230 | -11 | -39

Fetched one by one from the list above:
SMILES | TRAIL sens C8 | SRC1 inh | TROY signal inh | CF NFkB inh | Shn3 inh set2 | TWEAK Fn14 block | SRC3 inh | LMP1 NFkB inh | NR5A2 inv ag | KKLEB tox | COUP-TFII inh
COc1ccc(C(CNC(=O)c2ccc(C)c(S(=O)(=O)N3CCCCC3)c2)N(C)C)cc1OC (stereo not drawn) | 3 | -27 | 12 | -3 | -1 | 11 | 8 | -1 | 16 | -10 | 10
CCCOc1ccc(S(=O)(=O)NCCN2CCOCC2)c2ccccc12 | 6 | -2 | 8 | 1 | 13 | -8 | 8 | -3 | 9 | -1 | 10

Other results
SMILES | TRAIL sens C8 | SRC1 inh | TROY signal inh | CF NFkB inh | Shn3 inh set2 | TWEAK Fn14 block | SRC3 inh | LMP1 NFkB inh | NR5A2 inv ag | KKLEB tox | COUP-TFII inh
O=c1cc(CO)[nH]nc1CO | -12 | -9 | -9 | 5 | -5 | -8 | -10 | -4 | -4 | -14 | 9
Cc1cccc(NC(=O)c2sc(Cl)nc2C)c1C | -5 | -1 | 14 | 19 | -1 | 0 | -2 | 0 | 4 | -10 | -5
CCC(=O)N1CCc2cc(S(=O)(=O)CCC(=O)N3CCN(c4ccc(F)cc4)CC3)ccc21 | -11 | -9 | 3 | 6 | 19 | -4 | -15 | 0 | 15 | -3 | 21
COc1ccc2oc(C(=O)OCC(=O)N(CCC#N)c3ccccc3)c(C)c2c1 | 4 | -19 | 6 | 8 | -5 | -14 | 16 | 6 | -8 | 5 | 5
O=C(C[C@@H]1C/C=C/CC[C@H](Cc2ccc(F)cc2)C(=O)OCCNC1=O)N[C@H](CO)Cc1ccccc1 | -4 | 20 | 6 | -3 | 14 | 7 | 15 | -11 | -7 | 0 | -11
CCc1ccc(N(CC(=O)Nc2ccc(OC)cc2OC)S(C)(=O)=O)cc1 | -5 | -11 | -17 | 8 | -22 | -12 | -30 | -12 | -4 | -2 | 2
C=C1CCC(C)C(C)(CCC2=CCOC2=O)C/C=C\C=C/1C(=O)O (stereo not drawn) | -12 | -16 | -6 | 0 | -10 | -6 | -23 | 2 | -1 | 1 | 10
N#CC(c1ccc(Cl)cc1)c1ncc(C(F)(F)F)cc1Cl (stereo not drawn) | -1 | -6 | 6 | -7 | -1 | 19 | 14 | 1 | 11 | 4 | 9
CC1CCCC(NC(=O)C2N(CCCN3CCCC3)C(=O)C3C(C(=O)Nc4ccc(Cl)cc4)C4C=CC32O4)C1C (stereo not drawn) | 19 | -13 | -1 | 18 | 5 | 29 | -22 | -5 | 0 | -3 | -3
O=C(O)CCCC(=O)NS(=O)(=O)c1ccc(Cl)cc1 | 13 | 1 | 6 | -11 | 13 | -8 | 6 | -12 | -1 | 3 | -2
O=C1CC(c2ccccc2)CC(O)=C1C=NCC1CCCO1 (stereo not drawn) | 8 | 15 | -1 | -2 | -2 | -10 | 22 | -1 | 9 | -4 | 9
CCc1nc2oc3ccc(C)cc3c(=O)c2cc1C(=O)OC | 32 | -46 | -38 | -17 | -59 | -26 | -49 | -17 | -27 | -2 | -12
CCS(=O)(=O)Nc1c(C)n(C)n(-c2ccccc2)c1=O | -11 | -7 | -2 | 5 | -2 | -5 | -4 | -2 | -46 | 9 | -8
Cc1ccc(C)c(NC(=O)c2ccccn2)c1 | 13 | -29 | -40 | -32 | -33 | -15 | -31 | -3 | -16 | 1 | -18
COc1ccc(CCNC(=O)COC(=O)c2ccc(S(=O)(=O)N3CCCC3)cc2)cc1OC | -12 | -1 | 1 | -4 | 4 | -17 | -3 | 1 | -20 | 0 | 1
COc1ccccc1NC(=O)C/C(N)=N/OCC(=O)Nc1cccc(Cl)c1 | 7 | -4 | -15 | -9 | -6 | 14 | -17 | -9 | 13 | -9 | 9
Cc1ccc(CCNC(=O)C23CN(Cc4ccccc4)CC2C(c2ccc([N+](=O)[O-])cc2)=NO3)cc1 (stereo not drawn) | 2 | 8 | -13 | -4 | 8 | -8 | 0 | 1 | -9 | -19 | 2
COc1cccc(NC(=O)c2ccccc2Br)c1 | 16 | -90 | -37 | 1 | -82 | -14 | -106 | -18 | -80 | -13 | -54
O=C(NCc1cccnc1)c1cc(C2CCCCN2S(=O)(=O)c2ccccc2)on1 (stereo not drawn) | -8 | 0 | -2 | 4 | 4 | -8 | -6 | x | 6 | 6 | 13
Cc1ccc(CN2CCC(c3cc(-c4cccs4)n[nH]3)CC2)cc1 | 3 | -25 | 0 | 5 | 3 | 3 | -24 | 13 | 7 | 0 | -13
CC(=O)c1c(C)[nH]c(C(=O)Nc2cccnc2)c1C | 6 | -17 | 4 | 4 | -10 | 7 | 15 | 3 | -11 | -12 | -1

Assay outcomes (PubChem BioAssay)

Only part of the results is shown, so the mix of outcomes need not match the whole.
